Compound activity: PubChem, National Center for Advancing Translational Sciences (NCATS)
KinaseGlo FLuc: Kinase-Glo luciferase inhibition (counter-screen); 200,000 compounds, 0.28% hits; Kinase-Glo luciferase, ATP luminescence, 8 min; Potency, µM (top dose mostly 38.3 µM), without a hit: top-dose activity change, negative = inhibition, actives largely listed as inhibitors; Q27757; further: on the % scale 0 is the no-effect control and ±100 the full control effect; nearly all actives have a fitted effect of over 60% in size
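Compound is pinned into ATP-containing buffer (10 uM ATP, imidazole pH 7.2, 7 mM MgCl2). Kinase-Glo luciferase reagent is then added. Light output is recorded following an 8-min room-temperature incubation.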
RECQ1 helicase: blocks DNA unwinding by human RECQ1 | AID 2549 | Potency, µM (highest dose often 57.3 µM), inactives show at the highest dose activity, negative = inhibition, hits mostly inhibitors | P46063 | 240,000 compounds, 0.54% hits | RECQ1 DNA unwinding, red fluorescence kinetic read;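 further: plate controls were vehicle for no effect and no enzyme for full effect; nearly all actives have a fitted effect of over 30% in size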
Target sequence (P46063 whole entry, looked up): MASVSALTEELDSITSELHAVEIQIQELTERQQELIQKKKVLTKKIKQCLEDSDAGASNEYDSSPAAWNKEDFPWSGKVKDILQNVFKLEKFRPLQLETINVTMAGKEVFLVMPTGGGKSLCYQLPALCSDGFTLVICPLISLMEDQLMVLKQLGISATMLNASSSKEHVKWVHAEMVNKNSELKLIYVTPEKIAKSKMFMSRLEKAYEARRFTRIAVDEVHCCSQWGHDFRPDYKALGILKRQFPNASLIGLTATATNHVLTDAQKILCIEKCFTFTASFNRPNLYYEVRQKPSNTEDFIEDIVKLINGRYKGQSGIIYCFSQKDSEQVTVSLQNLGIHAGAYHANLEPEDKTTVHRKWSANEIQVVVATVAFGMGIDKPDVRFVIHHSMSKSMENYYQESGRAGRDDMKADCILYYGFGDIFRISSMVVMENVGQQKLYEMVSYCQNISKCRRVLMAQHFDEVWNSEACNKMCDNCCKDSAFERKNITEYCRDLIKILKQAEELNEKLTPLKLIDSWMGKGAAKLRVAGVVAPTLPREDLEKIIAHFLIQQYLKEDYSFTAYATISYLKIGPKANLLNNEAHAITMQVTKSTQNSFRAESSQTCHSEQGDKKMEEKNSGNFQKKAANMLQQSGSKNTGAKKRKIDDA
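50 nM RECQ1T1 preincubated 15 min with compound in Tris pH 8.0 buffer with MgCl2, DTT, Tween-20 and 2.5 ug/ml poly(dI-dC); started with 200 nM TAMRA/BHQ-2 forked duplex and 2 mM ATP. Unwinding read as fluorescence (525/598 nm), two reads 2 h apart.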
Epigenetic reg: regulators of epigenetic silencing causing reporter derepression in mouse cells. murine LDR cells, GFP reporter derepression, 30 h. Potency, µM (doses to about 53.9 µM), without a hit: at the highest dose GFP activation, most hits filed as activators. 280,000 compounds, 0.2% hits. AID 1865; further: % of control where 0% means no effect; nearly all actives have a fitted effect of over 60% in size
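In this reporter-derepression format, murine cells bearing a silenced integrated CMV-GFP locus incubate with test compound (30 h, 37 C), then are washed and imaged; fluorescent objects of 20–120 um count as induced cells.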
NPSR antagonist: antagonists of human neuropeptide S receptor cAMP signaling. 220,000 compounds, 1% hits. CHO-NPSR cells, cAMP TR-FRET, antagonist mode. Potency, µM (top dose mostly 38.3 µM), for the others: at the highest dose activity change, negative = inhibition, most hits filed as inhibitors; further: on the % scale 0 is the no-effect control and ±100 the full control effect; nearly all actives have a fitted effect of over 50% in size; many of its hits are not listed in these tables
SMN2 splice up: enhancers of SMN2 splice variant expression; HEK293 SMN2-luciferase splicing reporter, luminescence, 30-36 h; Potency, µM (titrated, usually from 46.1 µM), for the others: top-dose activity change, positive = activation, most hits filed as activators; 210,000 compounds, 2.8% hits; AID 1458; further: % of control where 0% means no effect; nearly all actives have a fitted effect of over 55% in size
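HEK293 cells carry an SMN2 […]–luciferase reporter in which exon 7 inclusion puts luciferase in frame. Cells were plated 10-12 h before compound addition, then incubated 30-36 h at 37C. ONE-Glo luminescence was read; sodium butyrate at 4.5 mM final served as control.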
IMPase Li inh: IMPase inhibition in cells with lithium potentiation. CHO-M1 cells, IP1 TR-FRET (IP-One), carbachol + lithium. Potency, µM (titrated, usually from 59.4 µM), for inactives: at the highest dose activity, negative = IMPase inhibition, actives largely listed as inhibitors. 210,000 compounds, 0.35% hits. AID 1457;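 further: IP1 builds up when IMPase is blocked and the TR-FRET signal falls; plate controls were basal vehicle for no effect and high inhibitor control for full effect; nearly all actives have a fitted effect of over 50% in size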
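CHO cells stably expressing M1 receptor (2000/well) were cultured 16–30 h, then exposed to compounds with a small lithium addition for 30 min at 37C. IP1 was measured by TR-FRET competition; AC50 from Hill fits.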
RGS12 GoLoco inh: inhibitors of human Gai1-RGS12 GoLoco interaction (red fluorophore) | 230,000 compounds, 0.44% hits | Gai1:RGS12 GoLoco peptide FP, rhodamine, 10 min | Potency, µM (titrated, usually from 61.6 µM), for the others: at the highest dose activity, negative = inhibition, usual class: inhibitors | AID 880; active means well fitted inhibition curve with a large enough effect, not every such curve was filed as active; inactive means no such curve, though single readings can be large or run the other way; further: on the % scale 0 is the no-effect control and ±100 the full control effect; nearly all actives have a fitted effect of over 30% in size; many of its hits are not listed in these tables
Target sequence (P63096 whole entry, looked up): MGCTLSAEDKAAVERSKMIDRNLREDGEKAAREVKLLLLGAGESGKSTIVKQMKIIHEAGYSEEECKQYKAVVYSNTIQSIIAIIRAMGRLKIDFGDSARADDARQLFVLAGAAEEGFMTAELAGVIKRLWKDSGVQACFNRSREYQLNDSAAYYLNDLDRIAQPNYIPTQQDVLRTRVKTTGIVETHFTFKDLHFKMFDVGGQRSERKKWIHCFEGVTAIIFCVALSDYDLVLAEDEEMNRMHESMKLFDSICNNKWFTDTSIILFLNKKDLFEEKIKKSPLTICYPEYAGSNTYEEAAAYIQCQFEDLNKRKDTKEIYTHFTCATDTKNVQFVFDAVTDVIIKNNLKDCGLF
KDM4E inh: inhibitors of human JMJD2E histone demethylase; JMJD2E catalytic domain, FDH-coupled NADH fluorescence (FDH is formaldehyde dehydrogenase); 230,000 compounds, 1.6% hits; Potency, µM (top dose mostly 57.1 µM), for the others: at the top dose activity change, negative = inhibition, hits mostly inhibitors; active means well fitted inhibition curve with a large enough effect, not every such curve was filed as active; inconclusive means small, poorly fitted or top-dose-only effect, or another doubt; inactive means no such curve, though single readings can be large or run the other way;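 further: 0% = wells with enzyme and -100% = buffer wells without enzyme; nearly all actives have a fitted effect of over 50% in size; many of its hits are not listed in these tables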
Starred values were filed as active, the others as inactive; i = inactive; u = inconclusive; x = not tested or not shown; [ ] = remark or other dose. Unless noted, the call rests on the fitted dose curve; in most records, active means well fitted curve in the direction sought with a large enough effect; inconclusive means small, poorly fitted or top-dose-only effect, or another doubt; inactive means no such curve, though single readings can be large; an effect the other way counts as inactive or inconclusive. Potency means the concentration at half of the fitted maximal effect. An excerpt. The share of hits here may be higher or lower than overall.

SMILES | KinaseGlo FLuc | RECQ1 helicase | Epigenetic reg | NPSR antagonist | SMN2 splice up | IMPase Li inh | RGS12 GoLoco inh | KDM4E inh
Cc1nn(C)cc1-c1cc(C(=O)O)c2ccccc2n1 | -4.3% | 8.5% | 0.0% | -2.2% | x | 3.4% | 8.4% | 8.1%
c1ccc(OCCn2cnc3ccccc32)cc1 | -1.3% | -3.1% | -7.0% | 4.9%[46.1 µM] | -10.4% | 1.8% | -7.6% | -7.6%
CC(C)C(=O)Nc1ccc(C(=O)NNC(=O)c2cccs2)cc1 | -0.3% | -7.6% | 0.0% | 9.2% | 15.1% | -10.3% | -1.8% | -2.3%
COc1cccc(C2C(C(=O)c3cccs3)=C(O)C(=O)N2CCN(C)C)c1OC (stereo unspecified) | 6.0% | i | 2.2% | -3.6%[46.1 µM] | 15.4% | 10.7%[38.3 µM] | 6.9% | -3.8%
CCOc1cc(/C=N/NC(=O)CSc2nncn2C)ccc1OCc1ccccc1 | -4.9% | i | 0.0% | -3.9% | 8.8% | -4.0% | 6.2% | 5.5%
Nc1nnc(COc2ccc(Br)cc2Br)s1 | 12.2% | 11.1% | 0.8% | -2.6%[46.1 µM] | u | -16.8%[38.3 µM] | 5.5% | 0.3%
COc1ccc(C2=NOC(C(=O)Nc3ccc(C(C)=O)cc3)C2)cc1OC (stereo unspecified) | -6.3% | -3.2% | -1.3% | -10.3%[46.1 µM] | 19.0% | 5.1%[38.3 µM] | -3.8% | -0.4%
Fc1ccc(CN2CCSCC2)cc1Br | -5.5% | -5.6% | 3.2% | -16.9%[46.1 µM] | 0.4% | -20.0%[38.3 µM] | -2.0% | u
OC(CN1CCN(Cc2ccccc2)CC1)c1ccccc1 (stereo unspecified) | 0.3% | -5.2% | 4.5% | 5.8% | -11.4% | 19.0% | 4.7% | u
Clc1ccc(CNCCC2=CCCCC2)cc1 | 12.8% | -0.8% | -0.5% | -5.9%[46.1 µM] | -10.5% | 31.0%[activator][38.3 µM] | 8.4% | 4.2%
COc1cc2oc(=O)cc(-c3ccc(-c4ccc(CO)cc4)cc3)c2c(OC)c1OC | -4.7%[39.9 µM] | -4.8%[81.1 µM] | 7.1% | x | x | 0.4% | 224.8%[activator] | x
O=C(OCc1ccccc1)c1cccnc1Cl | -6.2% | 13.9% | 1.2% | 5.8% | -7.9% | 9.3% | 2.5% | 2.0%
Cc1ccc(C2C(C(=O)O)c3ccccc3C(=O)N2C)o1 (stereo unspecified) | -3.3% | i | -1.1% | -9.0%[46.1 µM] | 2.4% | 10.0%[38.3 µM] | 0.6% | 2.2%
CCOC(=O)c1sc(NC(=O)CSc2nc3c(c(=O)n2-c2ccc(C)cc2)SCC3)c(C(=O)OCC)c1C | -6.2% | 5.6% | -1.3% | 8.6% | -7.5% | 5.9% | 7.6% | -1.4%
COC(=O)c1ccc(NC(=O)CCN2CCN(Cc3ccccc3)CC2)cc1 | 1.2% | -0.9% | 4.7% | -0.7%[46.1 µM] | -7.7% | 0.9% | -0.5% | 1.9%
Cc1nc(CNS(=O)(=O)c2ccc3c(c2)CCCC3)cs1 | 0.4% | -8.9% | -0.9% | -13.6%[46.1 µM] | -20.2% | 13.9%[38.3 µM] | -11.5% | 5.3%
NNC(=O)c1nc(Cl)c(Cl)c(N)c1Cl | x | -12.0% | -2.6% | 8.9% | x | x | 6.2% | 18.2%
O=C(Nc1c[nH]c(=O)[nH]c1=O)Oc1ccccc1 | -7.5%[7.66 µM] | x | x | x | -6.7%[9.22 µM] | -5.2% | -2.8%[14.2 µM] | x
c1ccc(-c2noc(-c3cccnc3)n2)nc1 | u | -0.5% | -0.8% | -1.2%[46.1 µM] | 11.2µM* | 13.9%[38.3 µM] | 2.0% | 6.3%
COc1ccc(C(=O)N(c2ccc(OC)cc2)S(=O)(=O)c2cccs2)cc1 | -4.5% | -12.3% | -1.3% | -11.7% | -21.6% | 9.1% | 3.1% | -10.8%
COc1cccc(CNn2cnnc2)c1O | -0.9% | 3.2% | -1.0% | -8.5% | x | 4.8% | -9.3% | 5.3%
O=c1cc(CN2CCN(S(=O)(=O)/C=C/c3ccccc3)CC2)c2ccc(O)cc2o1 | 0.2% | u | 0.0% | -18.1% | -5.1%[1.84 µM] | 5.2% | -2.0% | u
N#Cc1ccc(/C=C/C(=O)c2ccccc2)cc1 | x | -7.0% | 2.2% | -17.9% | x | x | -14.5% | -0.5%
Cc1cccc(-c2nc(CSCC(=O)NCc3cccs3)c(C)o2)c1 | -4.5% | i | -1.0% | 9.2%[46.1 µM] | -2.2% | -4.2%[38.3 µM] | 3.9% | -2.0%
COC(=O)c1ccc(C(=O)Nc2ccc3nc(-c4cccnc4)[nH]c3c2)cc1 | 1.6% | -2.4% | 0.9% | -3.3%[46.1 µM] | -1.5% | 6.3% | 7.6% | 2.7%

Further results.
SMILES | KinaseGlo FLuc | RECQ1 helicase | Epigenetic reg | NPSR antagonist | SMN2 splice up | IMPase Li inh | RGS12 GoLoco inh | KDM4E inh
CCO[C@@H]1OC(C(=O)N2CCOCC2)=C[C@H](c2ccc(Br)cc2)[C@H]1CCCO | x | -12.1% | -3.0% | 19.9% | x | 1.2% | -5.9% | -1.2%
CCCNc1c(NC(C)=O)c(=O)oc2ccccc12 | 1.0% | -2.9% | -1.9% | 15.9% | 1.0% | -5.1% | 12.9% | 5.7%
CN(C)c1ccc(/C=C/C(=O)c2ccc3c(c2)OCCO3)cc1[N+](=O)[O-] | -6.4% | -2.1% | 2.6% | -11.7% | -16.7% | 3.2% | -0.9% | 3.5%
CCOC(=O)c1c(C)c(C(=O)N2CCN(c3ccc(F)cc3)CC2)c(C)n1C | -0.2% | -1.6% | -0.1% | -5.5% | -44.5% | -2.0% | 1.7% | -14.1%
COCCN(C(=O)C(C)C)c1nnc(-c2ccc(C)cc2)s1 | 3.2% | -7.7% | 11.4% | -19.6%[46.1 µM] | 5.7% | -1.2%[38.3 µM] | -43.0% | -4.4%
O=S(=O)(c1cccs1)n1nnc2ccccc21 | 12.3% | -9.6% | 0.2% | -7.3%[46.1 µM] | 1.4% | 2.9%[38.3 µM] | -9.8% | -0.2%
CC(C)(C)OC(=O)N1CCC[C@H]1C(=O)NCC1CCC(C(=O)O)CC1 (stereo partly specified) | 1.7% | i | 4.0% | 11.6%[46.1 µM] | -28.9% | 0.2%[38.3 µM] | -2.1% | 1.7%
NS(=O)(=O)c1ccc(CCNCC(=O)NC2CC2)cc1 | x | 0.1% | 3.2% | -24.5% | x | x | 7.4% | u
COc1ccc(C)cc1C(=O)CCC(=O)NC1CCCCC1 | 2.1% | -7.0% | 1.1% | -4.7% | -15.8% | 2.8% | -14.3% | u
CSc1nc(N2CCOCC2)cc(N2CCOCC2)n1 | -0.7% | -2.1% | 0.0% | -5.3% | 0.8% | 0.6% | 3.6% | -3.0%
COc1ccc(/C=C/C(=O)Nc2cc(C(F)(F)F)ccc2Cl)cc1OC | 1.2% | -16.9% | -1.0% | -43.6% | -19.1% | -4.7% | -9.6% | u
CC(C)Cc1nc2sc3c(=O)[nH]cnc3c2c2c1CCC2 | 0.7% | -7.1% | 4.0% | -22.3% | -3.7% | 10µM* | 8.9% | 6.5%
COc1ccc(CNC(=O)C2CC=CCC2C(=O)O)cc1OC (stereo unspecified) | 1.0% | -10.7% | 0.0% | 1.7%[46.1 µM] | 17.6% | 17.2%[38.3 µM] | 20.9% | 4.5%
O=C(NCc1ccc2c(c1)OCO2)Nc1ccc2ccccc2c1 | x | -7.5% | 0.1% | -3.3% | x | x | 8.8% | u
Cc1ccc(-c2csc(C(C#N)=C3CCCC3)n2)cc1 | -3.6% | i | 14.7% | u | 17.8µM* | -10.7%[38.3 µM] | 25.8% | -27.0%
c1ccc(-c2csc3ncn4cnnc4c23)cc1 | -5.0% | -3.9% | 2.3% | -4.0%[46.1 µM] | -13.9% | -19.3%[38.3 µM] | 0.4% | -5.6%
CCNC(=O)NC(=O)C(C)OC(=O)CCS(=O)(=O)c1ccc(C)cc1 (stereo unspecified) | -3.1% | -10.5% | -4.0% | 2.5% | 16.5% | 1.5% | 8.5% | 9.3%
CC(=O)Nc1cccc(-c2nnc3c4ccccc4c(C)nn23)c1 | -3.3% | i | -2.7% | u | 7.7% | 6.6% | 23.5% | u
CCOC(=O)N1CCC(NC(=O)c2cccnc2SC)CC1 | 2.0% | -6.7% | -1.0% | -7.8%[46.1 µM] | x | 30.8%[activator][38.3 µM] | -7.7% | -0.3%
Cc1ccc2nc(C(=O)N3CCc4c([nH]c5ccccc45)C3c3ccccn3)cn2c1 (stereo unspecified) | -3.3% | i | -1.1% | -0.4% | x | -2.7% | 13.3% | -1.6%
CCOC(=O)C1C(=O)NC(c2ccccc2)=NC1c1ccc(C(C)C)cc1 (stereo unspecified) | -0.4% | -12.2% | 0.0% | -1.2%[46.1 µM] | u | 17.2%[38.3 µM] | 0.2% | -3.2%
CC(=O)[C@H](C(=N)C#N)C(=O)Nc1ccccc1 | -1.2%[7.66 µM] | x | x | x | -17.2%[9.22 µM] | 0.4% | -6.2%[14.2 µM] | x
Cc1ccc(NC(=O)CSc2nnc(N)s2)c([N+](=O)[O-])c1 | 0.8% | 1.4% | 1.3% | 6.3% | u | 9.2% | 11.0% | -0.9%
COc1ccc(COC(=O)NNC(=O)c2ccccc2Cl)cc1 | -2.7% | i | 0.0% | -6.2%[46.1 µM] | -10.3% | 16.1%[38.3 µM] | 6.7% | 6.4%
N#CCCn1cc(C(=O)Nc2ccc([N+](=O)[O-])cc2)c(-c2cccs2)n1 | 1.3% | -14.5% | 0.0% | -10.9% | 0.0% | 1.5% | 7.1% | -3.7%
O=c1c2ccccc2cnn1Cc1n[nH]c(=S)n1-c1ccccc1F | x | -0.9% | 1.1% | 5.0% | x | x | -11.9% | -3.7%

Profiles as entered above. Screens in order: KinaseGlo FLuc	RECQ1 helicase	Epigenetic reg	NPSR antagonist	SMN2 splice up	IMPase Li inh	RGS12 GoLoco inh	KDM4E inh
COCCN(C(=O)C(C)C)c1nnc(-c2ccc(C)cc2)s1 across the screens: 3.2%	-7.7%	11.4%	-19.6%[46.1 µM]	5.7%	-1.2%[38.3 µM]	-43.0%	-4.4%
COc1ccc(C)cc1C(=O)CCC(=O)NC1CCCCC1 across the screens: 2.1%	-7.0%	1.1%	-4.7%	-15.8%	2.8%	-14.3%	u
